E coli growth: bacterial growth inhibition, counter-screen for AddAB inhibitors; AID 449728; 330,000 tested, 0.27% active; E. coli V3065 growth, OD600 absorbance, 18 h; inhibition, % at 11.9 µM;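 active = inhibition above the campaign's mean inhibition across all tested compounds plus 3 SD, cut at about 9.9% in these data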;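 note: uninfected addAB+ strain grown without phage in ampicillin broth; 0% = DMSO wells and 100% = ciprofloxacin 0.95 µg/ml wells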
HTR5A inv ag: inverse agonist of human HTR5A in OPRM1-OPRD1 counter-screen; HTR5A cell line, luminescence, inverse agonism; AID 504634; inhibition, % at 9.3 µM; 340,000 tested, 0.083% active; P47898; in the data active = inhibition mostly above about 23%, no sharp cut-off; inactive = mostly below about 18%;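 note: 0% = cells with DMSO and 100% = no-cell wells with DMSO; some compounds called inactive have numbers as strong as hits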
HTR5A ag: HTR5A agonism, opioid heterodimer counter-screen | 340,000 tested, 0.61% active | HTR5A agonist assay, luminescence, cell-based | P47898 | activation, % at 9.3 µM; in the data active = activation mostly above about 9.5%, no sharp cut-off; inactive = mostly below about 7.6%;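 note: 0% = cells with vehicle only and 100% = reference agonist; strong numbers were not always called active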
OPRM1-OPRD1 ag: agonists of human mu-delta opioid receptor heterodimerization; P35372+P41143; cells, OPRM1-OPRD1 heterodimerization, luminescence; activation, % at 9.3 µM; 340,000 tested, 0.3% active; in the data active = activation above about 18%;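 note: 0% = vehicle-treated cells and 100% = reference agonist; values of inactives mirror those of a sister screen read the other way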
Target sequence (P35372 whole entry, looked up): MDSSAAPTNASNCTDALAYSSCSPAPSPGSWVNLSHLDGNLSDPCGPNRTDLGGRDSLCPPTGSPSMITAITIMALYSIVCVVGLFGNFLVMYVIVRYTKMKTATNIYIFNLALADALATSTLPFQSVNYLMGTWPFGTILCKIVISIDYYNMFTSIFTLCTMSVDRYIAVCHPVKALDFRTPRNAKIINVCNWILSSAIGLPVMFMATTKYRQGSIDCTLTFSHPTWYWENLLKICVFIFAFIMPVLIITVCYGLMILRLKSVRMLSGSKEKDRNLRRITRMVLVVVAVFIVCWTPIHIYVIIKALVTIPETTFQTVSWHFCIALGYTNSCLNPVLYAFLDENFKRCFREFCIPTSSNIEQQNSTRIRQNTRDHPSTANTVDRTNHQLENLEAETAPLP
Target sequence (P41143 whole entry, looked up): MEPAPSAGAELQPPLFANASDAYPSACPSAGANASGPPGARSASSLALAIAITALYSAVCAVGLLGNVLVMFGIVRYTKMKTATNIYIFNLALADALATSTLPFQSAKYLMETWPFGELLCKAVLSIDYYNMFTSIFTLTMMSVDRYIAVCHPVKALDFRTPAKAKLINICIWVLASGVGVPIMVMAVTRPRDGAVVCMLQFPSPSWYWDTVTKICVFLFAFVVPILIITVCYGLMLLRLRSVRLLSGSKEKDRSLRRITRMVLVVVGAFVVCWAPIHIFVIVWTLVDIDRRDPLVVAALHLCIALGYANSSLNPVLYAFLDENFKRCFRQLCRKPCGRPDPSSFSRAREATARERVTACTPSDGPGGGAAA
phage Ecoli inh: E. coli growth loss with phage present | inhibition, % at 11.9 µM | growth absorbance | 360,000 tested, 0.26% active; in the data active = inhibition above about 11%
Pemphigus Ab inh: inhibitors of pemphigus antibody binding to human desmoglein-3. AID 588358. 310,000 tested, 0.48% active. P32926. binding (percent of control), % at 10 µM. DSG3-coupled beads, scFv-anti-DSG3-GFP binding, flow cytometry; hits give low values;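 active = binding more than 3 SD below its plate's average and above zero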;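 note: hits lower antibody fragment binding to DSG3; some compounds called inactive have numbers as strong as hits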
PKA-R1A act: activators of PKA-R1A complex; 340,000 tested, 0.083% active; activation, % at 11.4 µM; PKA-R1A dissociation, Cy5-IP20 fluorescence polarization; scaled: DMSO 0%, 113 µM cGMP 100%; P00514+P68181;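 active = percent activation above the mean of all tested compounds plus 3 SD, cut at about 19% in these data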;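 note: higher means more PKAc released from R1A so a rise in polarization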
PfHsp90 yeast 2: growth inhibition of yeast expressing Plasmodium Hsp90; S. cerevisiae expressing PfHsp90, BacTiter-Glo ATP, 48 h; yeast lacking PDR1 and PDR3 efflux regulators; 310,000 tested, 0.32% active; inhibition, % at 9.4 µM;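 active = every replicate shows inhibition above about 80%, whatever the replicate mean, limit read from the data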;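 note: 0% = DMSO neutral controls and 100% = 20 µM radicicol positive controls; yeast relying on Plasmodium falciparum Hsp90 in place of its own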
AddAB inh: less growth of phage-infected E. coli with AddAB. E. coli expressing H. pylori AddAB, absorbance growth. inhibition, % at 11.9 µM. 330,000 tested, 0.29% active; in the data active = inhibition above about 12%;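 note: 0% = vehicle wells of infected cells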
Mot1-301 SUMO: inhibitors of SUMOylation pathway: yeast Mot1-301 growth rescue; S. cerevisiae Mot1-301 growth rescue, ATP luminescence, 38.5C; percent above DMSO median, 100 means doubled; growth rescue, % at 18.8 µM; 320,000 tested, 1% active;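 active = every valid replicate shows activation above 250% relative to neutral control wells; inactive = the rest, any valid replicate at or below 250%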;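 note: OY570 slx delta 5 strain wells were the positive control but not used for scaling; some compounds called inactive have numbers as strong as hits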
OPRM1-OPRD1 inv: inverse agonists of human mu-delta opioid receptor heterodimerization. AID 504357. inhibition, % at 9.3 µM. P35372+P41143. cell-based MOR-DOR heterodimer luminescence, inverse agonism. 340,000 tested, 0.21% active; in the data active = inhibition above about 22%, passing the limit was not always enough;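 note: 0% = cells with DMSO and 100% = wells without cells with DMSO; values of inactives mirror those of a sister screen read the other way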
An asterisk follows results filed as active; i = inactive; . = no result given. No enrichment for hits, and some 3.2% of all compounds hit somewhere here.

Structure	E coli growth	HTR5A inv ag	HTR5A ag	OPRM1-OPRD1 ag	phage Ecoli inh	Pemphigus Ab inh	PKA-R1A act	PfHsp90 yeast 2	AddAB inh	Mot1-301 SUMO	OPRM1-OPRD1 inv
CN1CCc2c(OCC(=O)NC3CCCCC3)cccc2C1=O	-4.8	-9	0	-2.8	-0.1	110	-8	10	-0.8	-12	15
O=C(CSc1n[nH]c(-c2ccco2)n1)Nc1sc2c(c1C(=O)Nc1ccccc1)CCCC2	-1.6	-30	18*	1.0	2.6	102	-7	.	-0.7	-21	-6
CCCCCN(C(=O)NC(=O)Nc1cccc(C)c1C)S(C)(=O)=O	-0.7	-1	8	3.2	2.1	95	-4	20	0.8	-2	-17
CCC(C)N(C(=O)Cn1nnc2ccccc21)C(C(=O)NCc1ccco1)c1cccc(OC)c1 (stereo not given)	-0.9	5	0	-3.8	3.0	102	6	4	2.1	11	16
O=C1Nc2cc(Cl)ccc2Nc2cscc21	-1.2	9	1	-3.5	1.0	98	5	-27	4.3	-13	19
CCNc1nc(NCC)nc(C(=O)Nc2ccccc2)n1	-1.3	-4	-2	0.6	4.2	111	0	-1	0.3	0	-3
CCOc1ccc(NC(=O)Nc2c(C)n(C)n(-c3ccccc3)c2=O)cc1	-2.5	15	-4	-1.1	1.8	90	-3	6	-3.7	4	6
O=C(NNC(=S)NC(=O)c1ccccc1)c1cccnc1	-7.5	11	-3	-4.2	-6.1	82	-11	-9	-1.2	-7	22
Cc1cccc(/C=N/n2c(C)nc3ccccc3c2=O)c1	1.6	4	-1	-1.5	0.9	104	-6	-12	-0.2	5	8
O=C(Nc1cccc2ncccc12)c1ccc(F)cc1	2.4	-23	5	-1.9	3.7	.	-8	-15	2.8	-16	10
Cc1cc(=O)[nH]c(SCC(=O)NC(c2ccccc2)c2ccccc2)n1	-4.8	1	0	-2.3	-0.8	114	1	.	0.3	245	11
Cn1cc(C(c2ccccn2)c2cn(C)c3ccccc23)c2ccccc21	-0.4	-4	-2	-1.5	1.5	.	-7	23	2.3	213	8
C/C=C(\C)CN1CCN(c2cccc(C)c2C)CC1	0.7	10	-4	4.3	2.8	105	-7	5	0.3	4	-24
CCN(c1ccc(OC)cc1)S(=O)(=O)c1ccc2c(c1)CC(C)N2C(=O)C1CC1 (stereo not given)	0.2	-15	-1	-3.4	1.3	94	4	-17	3.7	-6	18
Cc1cccc(NC(=O)/C(C#N)=C/c2ccc(Cl)cc2)n1	-2.3	4	-1	0.3	-1.7	95	-3	-2	3.2	-4	-2

Additional compounds.
Structure	E coli growth	HTR5A inv ag	HTR5A ag	OPRM1-OPRD1 ag	phage Ecoli inh	Pemphigus Ab inh	PKA-R1A act	PfHsp90 yeast 2	AddAB inh	Mot1-301 SUMO	OPRM1-OPRD1 inv
O=C(OCCN1C(=O)c2ccccc2C1=O)c1cc2ccccc2o1	1.9	12	0	-0.5	3.9	130	-14	29	-0.6	-21	3
O=C1NCCN(CC2CCN(CCc3ccc(Cl)c(Cl)c3)CC2)C1=O	.	7	-2	-2.0	-2.8	108	-8	-9	.	.	9
Nc1cccc(Nc2ccccc2)c1	-1.0	-15	3	-2.6	0.5	110	-2	5	-2.1	-15	13
CCC(CO)Oc1cc(NC(=O)c2cccc3ccccc23)c2ncn(C(C)C)c2c1 (stereo not given)	-9.3	-78	0	3.0	-4.9	93	-2	-21	-4.5	10	-18
Cc1noc(C)c1COc1cccc(C(=O)NC(C)(C)C)c1	-0.2	8	-4	-2.6	0.5	100	5	-16	1.9	10	13
CN(CC(=O)Nc1ccc(N2CCOCC2)cc1)C(=O)C1CCCC1	-1.3	-2	1	-0.2	2.1	95	-4	-2	0.8	-10	1
CC1(C)c2[nH]c3ccccc3c2C[C@H]2C(=O)N(Cc3cccc(F)c3)C(=O)N21	3.4	-15	6	4.8	4.5	103	6	4	4.1	448*	-26
CCCCCNC(=O)Cc1cc(=O)[nH]c(=O)[nH]1	3.8	-30	3	-0.7	0.8	93	1	15	-2.6	-1	4
CCOC(=O)CSc1nnc(NC(=O)c2cccc(S(=O)(=O)N3CCCCC3)c2)s1	0.6	10	-1	-4.4	0.4	126	0	-17	2.1	-7	20
N#CCc1nc(CSc2nc3ccccc3s2)cs1	-1.9	-4	5	0.3	1.3	98	-5	0	2.2	-9	-2
O=C(CCc1nc2ccccc2c(=O)[nH]1)OCC(=O)c1cccc(Cl)c1	1.7	19	4	-4.6	3.3	98	1	-14	4.6	-3	24
COc1cccc(NC(=O)C2CCCN(c3ncnc4c3nc3n4CCCCC3)C2)c1 (stereo not given)	0.6	20	0	-2.0	-1.2	105	1	-6	-0.9	34	10
CC1(C)C(=O)NCCN1C(=O)CSc1nccc(-c2ccc(Br)cc2)n1	-0.6	-2	1	-1.2	-1.4	100	6	-4	0.7	-2	7
CCOC(=O)N1CCN(C(=O)Cc2ccc(C)cc2)CC1	-0.6	-32	0	2.5	1.6	85	-2	0	0.7	-6	-14
Cc1ccc2cc(C3CC(c4ccco4)=NN3S(=O)(=O)c3ccccc3)c(Cl)nc2c1 (stereo not given)	-3.7	-1	0	2.2	2.0	99	-16	-16	-0.6	-3	-16

Next section
Structure	E coli growth	HTR5A inv ag	HTR5A ag	OPRM1-OPRD1 ag	phage Ecoli inh	Pemphigus Ab inh	PKA-R1A act	PfHsp90 yeast 2	AddAB inh	Mot1-301 SUMO	OPRM1-OPRD1 inv
COc1ccc(/C=N/NS(=O)(=O)c2ccc(F)cc2)cc1COc1cc(F)ccc1[N+](=O)[O-]	-1.3	-4	1	2.9	-5.7	102	3	36	1.5	9	-15
CCCCCCNC(=O)Cc1ccc(Br)cc1	-1.5	0	6	-1.3	2.2	97	6	-54	-0.2	10	6
O=C(NC1CCCCC1)c1cc(C(=O)c2ccccc2Br)c[nH]1	-0.8	-13	4	-1.7	2.3	106	1	-32	3.1	-1	8
CN1c2ccc([N+](=O)[O-])cc2N(C)C1(C)c1ccccc1 (stereo not given)	.	24	-2	-0.5	0.9	114	-10	-20	.	65	2
O=C(NCCSCc1ccccc1)c1cc(S(=O)(=O)N2CCOCC2)ccc1F	0.0	7	-2	-3.3	1.5	103	2	.	2.2	-17	18
Cc1ccc(-c2cc(=O)c3cc(C)ccc3[nH]2)cc1	3.6	3	0	-0.4	3.6	102	-1	.	7.3	-2	2
NS(=O)(=O)c1ccc(CCNC(=O)COC(=O)C2CCC2)cc1	-0.2	-4	1	-1.4	2.1	97	2	5	2.1	3	8
COc1ccc(C(C)(C)C)cc1NC(=O)C1CC=CCC1C(=O)O (stereo not given)	1.4	0	0	0.4	2.6	86	5	-9	1.1	-2	-2
O=S(=O)(Nc1ccc(N2CCCCC2)cc1)c1cccs1	0.2	-13	5	-0.9	-1.0	101	-5	8	0.8	-30	5
O=C(Nc1nccs1)c1cccnc1	0.8	5	-1	-1.3	4.1	100	-2	13	-0.5	-1	6
CC(=O)N1CCN(Cc2nc(-c3cccc(Cl)c3)no2)CC1	-1.4	26	-2	-2.5	-1.0	120	-8	.	-1.1	187	13
O=C(c1ccc(S(=O)(=O)NCc2ccco2)cc1)N1CCN(Cc2ccccc2)CC1	0.2	22	3	0.3	2.4	114	6	.	1.2	-8	-2
COCCN1C(=O)c2ccc(C(=O)Nc3nccs3)cc2C1=O	-1.4	-8	-1	-0.5	3.4	85	-1	2	-0.3	23	3
COC(=O)c1ccc(C(=O)N2CCCC(Nc3ccc(C(C)C)cc3)C2)cc1 (stereo not given)	0.4	9	1	-0.7	0.2	106	11	-10	1.9	22	4
C=CCn1c(SCC(C)=O)nc2scc(-c3ccc(C)o3)c2c1=O	-4.0	9	-3	-0.3	0.7	108	0	5	-4.8	-7	2

(list continues)
Structure	E coli growth	HTR5A inv ag	HTR5A ag	OPRM1-OPRD1 ag	phage Ecoli inh	Pemphigus Ab inh	PKA-R1A act	PfHsp90 yeast 2	AddAB inh	Mot1-301 SUMO	OPRM1-OPRD1 inv
C[C@@H]1NC(=O)[C@H](CCC(N)=O)NC(=O)c2cc([N+](=O)[O-])cc(I)c2NCCC[C@@H](C(N)=O)NC1=O	1.5	-17	6	-1.0	-1.6	102	-2	37	1.3	-4	6
CCCCN(C(=O)c1ccc(Cl)c([N+](=O)[O-])c1)c1c(N)n(CCC)c(=O)[nH]c1=O	3.2	-7	2	-1.1	1.3	99	-9	-16	4.5	i	6
OC(c1ccccn1)c1c[nH]c2ccccc12 (stereo not given)	1.5	1	0	0.1	2.6	96	11	-8	3.8	3	-1
O=S(=O)(c1ccc(Cl)nc1)N1CCC(Cc2ccccc2)CC1	0.7	1	0	1.9	2.9	.	-10	0	-0.8	-9	-7
Cn1cc(C(=O)C(=O)N2CCCc3ccccc32)c2ccccc21	-1.0	9	-3	-1.6	4.9	103	-7	-3	3.5	9	8
N#Cc1ccccc1OCCn1cncn1	-1.3	-8	2	0.8	-0.2	103	8	-5	1.6	-3	-4
CC(C)OCCCN(C)C1CCN(S(=O)(=O)c2ccc(-c3ccc(=O)[nH]n3)s2)CC1	1.1	10	0	-2.6	0.7	102	7	10	1.7	-16	13
COc1ccc(C2/C(=C(\O)c3ccc(OC)c(Cl)c3)C(=O)C(=O)N2CCN(C)C)cc1 (stereo not given)	0.4	-1	7	-2.1	0.8	103	2	-10	0.7	-13	11
O=C(C1=C[C@@H]2[C@H]3C(=O)N(c4ccc(Cl)cc4)C(=O)[C@H]3[C@@H](C(=O)c3ccc(Cl)cc3)N2C=C1)c1ccccc1	-1.3	1	0	6.4	4.9	95	-12	4	-0.9	.	-47
CN1CCN(c2ccc(C(=O)c3ccc(F)cc3)cc2)CC1	1.2	-25	4	-1.1	4.5	102	8	-2	2.4	5	7
CCCCN(CCCC)CCNC(=O)CN1C(=O)CSc2ccc(S(=O)(=O)N3CCCCC3)cc21	-1.9	-1	0	0.4	0.6	111	-10	9	2.7	1	-2
Cc1cc(C)c(C)c(S(=O)(=O)N2CCN(C(=O)c3ccc4c(=O)n5c(nc4c3)CCC5)CC2)c1C	0.8	-12	4	-0.5	4.9	98	4	4	-2.2	126	3
O=S(=O)(NCCOC12CC3CC(CC(C3)C1)C2)c1cccc2nsnc12	-0.7	-8	-2	1.5	1.7	98	-1	-9	2.7	60	-6
COc1cc(OC)cc(C(=O)NNC(=O)CCc2ccccc2)c1	3.5	-28	1	1.0	1.4	105	-11	-3	3.2	234	-5
CCCn1c(SCC(=O)Nc2c(C)cccc2C)nnc1C(C)C	0.1	-8	-4	1.6	0.5	96	6	17	-0.5	-24	-10
CCOC(=O)Cn1c(=O)oc2cc(S(=O)(=O)N3CCCc4ccccc43)ccc21	-0.6	-9	3	-0.5	1.6	109	-7	-6	-0.6	6	3
CC(=O)c1c(C)[nH]c(C(=O)N2CCc3ccccc32)c1C	-3.0	-14	-1	0.7	-0.1	97	0	-47	1.0	8	-4
C/C(Cn1nc([N+](=O)[O-])cc1C)=N\NC(=O)COc1ccc(Cl)cc1Cl	0.8	-12	1	2.5	3.1	98	6	-24	0.7	24	-16
